CF NFkB block – inhibitors of PAF-induced NF-kB signaling, primary screen, cell-based, GFP fluorescence, uHTS. KKLEB NF-kB-GFP reporter, GFP fluorescence overnight. inhibition, % at 5 µM. actives 0.86% (n = 360,000);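 active = at least 50% inhibition at 5 µM, scaled per plate between neutral and stimulator controls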;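 also: PAF is a Pseudomonas aeruginosa culture filtrate used as stimulus; plate controls were PAF-stimulated DMSO wells for no effect and unstimulated DMSO wells for full effect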
TWEAK Fn14 block – inhibitors of TWEAK-Fn14 signaling, primary screen, luciferase reporter cells, uHTS. actives 2% (n = 360,000). inhibition, % at 10 µM. TWEAK-stimulated Fn14 reporter cells, luciferase luminescence, 8 h; in the data active = inhibition above about 50%
MITF TRPM1 inh – inhibitors of MITF-dependent TRPM1 promoter reporter, primary screen, cell-based, SK-MEL-5, single point, luciferase. SK-MEL-5 TRPM1 promoter luciferase, 24 h. inhibition, % at 12.5 µM. actives 0.83% (n = 330,000);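 active = mean inhibition across replicates of 60% or more, whatever share of single replicates reaches that level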; also: values of inactives mirror those of a sister screen read the other way
Peg3 prom inh – Peg3 promoter-driven luciferase inhibitors, primary screen, cell-based, HeLa, luciferase luminescence; HeLa PEG-Prom luciferase reporter, overnight; inhibition, % at 20 µM; actives 1.7% (n = 360,000); AID 588405, 2011;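 active = inhibition of at least 50% at 20 µM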
NR2E3 ag-1 – NR2E3 agonists in two-hybrid cells, primary screen, cell-based, luminescence, CHO-S, Gal4-NCOR/VP16-NR2E3. actives 0.35% (n = 360,000). luciferase. AID 602229, 2012. Photoreceptor-specific nuclear receptor (Homo sapiens), Q9Y5X4. inhibition of corepressor binding, % at 3.98 µM;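 active = inhibition above the mean of all tested compounds plus 3 SD, cut at about 70% in these data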;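 also: 0% = DMSO with NR2E3 transfected cells and 100% = cells lacking NR2E3 construct; higher means lower luciferase signal from less NR2E3 corepressor binding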
Target sequence (Q9Y5X4 whole entry, looked up, the tested form may be a part): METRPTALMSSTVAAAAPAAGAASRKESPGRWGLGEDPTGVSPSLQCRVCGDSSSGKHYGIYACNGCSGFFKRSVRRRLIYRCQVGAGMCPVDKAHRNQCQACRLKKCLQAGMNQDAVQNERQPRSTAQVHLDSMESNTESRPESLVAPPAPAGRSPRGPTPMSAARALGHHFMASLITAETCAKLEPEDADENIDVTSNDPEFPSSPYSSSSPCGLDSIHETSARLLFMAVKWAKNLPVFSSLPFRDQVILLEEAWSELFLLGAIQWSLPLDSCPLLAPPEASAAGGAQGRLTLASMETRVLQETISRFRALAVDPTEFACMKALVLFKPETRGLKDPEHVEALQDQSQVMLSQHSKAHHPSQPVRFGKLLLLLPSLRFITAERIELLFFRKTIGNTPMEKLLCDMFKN
aDG glyco act – activators of alpha-DG glycosylation, primary screen, uHTS, Pro5-aDG cells, AlphaScreen. actives 0.22% (n = 360,000). activation, % at 10 µM. alpha-DG glycosylation AlphaScreen (IIH6); 0% Pro5, 100% B10-LARGE cell signal;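 active = activation of at least 8% versus controls, or a plate z-score of at least 8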;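 also: Pro5 are CHO cells carrying HIG-tagged alpha-DG that lacks glycosylation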
NR2E3 ag-2 – inhibitors of NR2E3-RetCOR corepressor binding, primary screen, NR2E3 agonist project, biochemical, TR-FRET, GST-NR2E3, biotin-RetCOR. Photoreceptor-specific nuclear receptor (Homo sapiens), Q9Y5X4. 1536-well. inhibition of corepressor binding, % at 4.78 µM. actives 0.12% (n = 320,000). AID 2300, 2010;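 active = percent inhibition above the cutoff of mean plus 3 SD of all tested compounds, set per screening campaign, cut at about 20% in these data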;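 also: 0% = DMSO wells and 100% = biotin wells as full block of FRET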
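Material: NR2E3–RetCOR corepressor complex / Amount: 1.35 nM GST-NR2E3 / Medium: Tris pH 7.5 / Compound: single nominal compound dose of 4.8 µM / Incubation: 5 h at 4 °C / Technique: TR-FRET, Eu(K)-anti-GST donor, streptavidin-D2 acceptor, ex 340, em 617/671 nm / Read-out basis: percent loss of FRET ratio relative to control wells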
KKLEB tox – cytotoxicity in KKLEB CF airway cells, primary screen, cytotoxicity control for CF NF-kB inhibitor project, cell-based, uHTS, fluorescence assay plates. KKLEB CF airway cells viability, ATPlite luminescence, overnight; active compounds read low; cells stimulated with P. aeruginosa culture filtrate. activity change (cytotoxicity), % at 5 µM. actives 0.36% (n = 360,000);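 active = corrected activity change at or below -50% at 5 µM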
iPSC survival up – enhancers of single-cell hiPSC survival, primary screen, ATPlite luminescence | 100% = ROCK inhibitor wells, 0% = DMSO | survival enhancement, % at 20 µM | actives 0.044% (n = 360,000); in the data active = survival enhancement above about 18%;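 also: cells exposed to compounds for 16 hours before the ATP read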
HIF-2a block – HIF-2a reporter inhibitors, primary screen, luminescence, 786-0 RCC cells | 786-0 RCC cells HIF-2a reporter, luciferase luminescence, overnight | inhibition, % at 18.8 µM | actives 0.72% (n = 360,000) | AID 624352, 2012;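 active = inhibition of the luminescence signal of 40% or more relative to plate controls, in a single-dose primary screen at 18.75 µM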
Shn3 3UTR inh – reduction of Shn3 3'UTR firefly luciferase signal, primary screen, Schnurri-3 inhibitor project, cell-based, Clone20 osteoblasts, set 2; Clone20 osteoblast Shn3 3'UTR firefly luciferase, 24 h; inhibition, % at 12.5 µM; actives 0.52% (n = 360,000); AID 588674, 2011;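 active = mean inhibition of at least 75% with every replicate also reaching 75%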;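 also: 0% = median of neutral control wells and 100% = pilot-screen positive control compound; some compounds past the cut are filed as inactive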
* marks the source's active call; other numbers are inactive results; · = no result given. Compounds were not picked by outcome; overall some 4.4% were active at least once.

SMILES	CF NFkB block	TWEAK Fn14 block	MITF TRPM1 inh	Peg3 prom inh	NR2E3 ag-1	aDG glyco act	NR2E3 ag-2	KKLEB tox	iPSC survival up	HIF-2a block	Shn3 3UTR inh
O=S1(=O)c2cccc3cccc(c23)N1Cc1nnc(-c2ccccc2Br)o1	5	30	6	1	69	2.7	-6	1	-0.9	-20	78
Cc1oc(-c2cccs2)nc1CN1CCN(CC(C)C)C(CCO)C1 (stereo not drawn)	0	-4	1	7	-12	-0.1	3	10	3.3	10	-4
CN(CC(=O)Nc1cccc(F)c1)CC(=O)Nc1ccccc1Oc1ccccc1	-10	5	-10	21	-14	0.4	-1	3	1.0	25	15
CCc1ccc2[nH]c3nc(N/N=C/c4cccc(O)c4)nnc3c2c1	6	-8	5	6	-2	-0.1	1	-23	-0.6	13	12
O=C(c1ccncc1)N1CCN(c2cccc(C(F)(F)F)c2)CC1	13	18	0	3	-11	0.2	1	-14	-2.3	9	-2
COc1cc(-c2nc3ccccn3c2NCc2ccccc2)ccc1SC1CCCCC1	-12	17	5	-54	-21	1.3	9	-2	0.1	-108	37
CCOC(=O)c1ccc(NC(=O)c2cc(OC)c(OC)c(OC)c2Br)cc1	-9	10	7	23	-5	0.7	1	17	0.7	2	-19
COc1cc(O)c2c(=O)c3c(O[C@H]4O[C@@H](CO)[C@H](O)[C@@H](O)[C@@H]4O)ccc(O)c3oc2c1	-6	7	6	0	-13	-0.1	·	16	-0.8	6	-12
COc1ccc(S(=O)(=O)Nc2cc(C)c(O)c(S(=O)(=O)c3ccccc3)c2)cc1	1	-18	6	1	-30	1.3	0	-12	-0.2	1	-4
CCOc1ccc(/C=C/c2nc(C#N)c(NCCCOC)o2)cc1	3	17	-3	21	-58	0.0	0	-14	0.1	12	18
CC(=O)c1cnc2cc(-c3ccccc3)nn2c1C	4	-2	-40	-260	-54	0.1	0	-4	-2.4	-236	-27
Cc1ccc2nc(NC(=O)CSCC(=O)OCC(=O)c3ccc(Br)cc3)sc2c1	13	74*	49	52*	-6	-0.3	1	0	-0.3	57*	65
O=C(OCCOCCN=C1NS(=O)(=O)c2ccccc21)C1CC(=O)N(c2ccccc2)C1 (stereo not drawn)	1	-20	-4	-10	-16	-0.1	3	-1	2.2	19	-3
CC(=O)Nc1ccc(S(=O)(=O)NNC(=O)CCC(=O)Nc2cc(C)ccc2C)cc1	15	7	5	9	-16	-0.1	0	5	0.4	15	-23
CC(C)C1Cc2c(C#N)c(N)sc(=S)c2CO1 (stereo not drawn)	18	0	-10	20	-18	0.1	-5	-9	0.4	16	1
O=C(CSc1nc2ccc([N+](=O)[O-])cc2s1)NCC1CCCO1 (stereo not drawn)	-4	-18	8	11	3	0.1	4	5	2.0	4	12
O=C(Cc1ccccc1)Nc1cccc(N2C(=O)C=CC2=O)c1	52*	-6	4	96*	-32	-0.5	0	2	-1.4	27	45
COC(=O)Cn1ccc2cc(S(=O)(=O)N3CCCCC3)ccc21	22	30	11	-1	-14	-0.1	0	-2	0.2	0	3
Cc1cc(=O)oc2cc(Oc3ccc([N+](=O)[O-])cc3[N+](=O)[O-])ccc12	34	33	8	-4	-9	1.2	-2	-27	-1.0	31	42
O=C(CSc1nc(-c2ccco2)cc(C(F)(F)F)n1)NN1CCOCC1	-2	11	11	6	-12	0.1	-5	-3	4.1	13	-6

3 entries from above, arranged by the number in HIF-2a block, falling.
canonical_smiles,CF NFkB block,TWEAK Fn14 block,MITF TRPM1 inh,Peg3 prom inh,NR2E3 ag-1,aDG glyco act,NR2E3 ag-2,HIF-2a block,Shn3 3UTR inh
CN(CC(=O)Nc1cccc(F)c1)CC(=O)Nc1ccccc1Oc1ccccc1,-10,5,-10,21,-14,0.4,-1,25,15
O=C(c1ccncc1)N1CCN(c2cccc(C(F)(F)F)c2)CC1,13,18,0,3,-11,0.2,1,9,-2
COc1cc(O)c2c(=O)c3c(O[C@H]4O[C@@H](CO)[C@H](O)[C@@H](O)[C@@H]4O)ccc(O)c3oc2c1,-6,7,6,0,-13,-0.1,·,6,-12

Later entries.
SMILES	CF NFkB block	TWEAK Fn14 block	MITF TRPM1 inh	Peg3 prom inh	NR2E3 ag-1	aDG glyco act	NR2E3 ag-2	KKLEB tox	iPSC survival up	HIF-2a block	Shn3 3UTR inh
COc1ccccc1-c1ccc([C@@H]2C[C@H]3[C@H](CON3C)CN2C(=O)c2ccco2)cc1	-35	-2	·	-3	-26	0.1	·	-10	0.9	1	0
COC(=O)NCc1cccc(CNC(=O)OC)c1	-6	10	15	0	20	0.7	0	1	-2.8	4	-5
CCCCn1nnnc1C(CC)N1CCN(C/C=C/c2ccccc2)CC1 (stereo not drawn)	-13	-7	·	5	33	0.3	·	9	-1.0	-8	-17
COc1cccc(NC(=O)C2CCCN2C(=O)NC2CCCCC2)c1 (stereo not drawn)	-9	33	-6	-2	-20	0.0	-2	13	-0.3	12	4
COCCCNC(=O)C(C#N)c1nc2ccccc2nc1N1CCCC1 (stereo not drawn)	17	-4	1	16	-2	-0.3	-3	-12	4.1	6	2
COc1ccc(-n2c(=O)/c(=C\c3cccs3)s/c2=C(/C#N)C(=O)NCCN2CCOCC2)cc1	10	-22	47	-1	30	0.1	1	3	2.3	-32	15
Cc1ccc2sc(NNC(=O)C3COc4ccccc4O3)nc2c1C (stereo not drawn)	-2	-10	·	1	-108	0.1	3	-14	1.1	8	-79
COC(=O)c1cccc(NC(=O)Cc2ccccc2[N+](=O)[O-])c1C	1	17	8	5	9	-0.2	5	12	6.4	0	-7
Cc1c(CCC(=O)NCCCC(=O)O)c(=O)oc2cc3oc4c(c3cc12)CCCC4	-7	46	31	-69	-21	0.0	2	4	-0.2	72*	25
COc1ccccc1/C=C/C(=O)NCC(=O)N/N=C/c1ccccc1	-14	-1	8	9	-9	-0.1	-3	3	-0.3	13	7
CCOC(=O)c1c(C)oc2cc(Br)c(OCC(N)=O)cc12	-4	-13	7	12	-24	0.0	5	1	-0.4	4	-1
Cn1c(NC(=O)Cc2cccs2)cc(=O)n(C)c1=O	-32	16	-4	10	12	0.0	1	2	-1.0	-1	-6
O=C(Nc1cnn(Cc2ccc(Cl)cc2)c1)c1cnccn1	15	-9	11	-14	-16	0.1	-2	-10	-1.4	-11	-1
Cc1ccc(CN(C(=O)COc2ccc(C)c(C)c2)C2CCS(=O)(=O)C2)o1 (stereo not drawn)	0	-12	-5	11	-12	0.1	0	0	0.3	3	-13
CCN(C(=O)CN(C1=NC2CS(=O)(=O)CC2S1)c1ccc(OC)cc1)c1cccc(C)c1 (stereo not drawn)	9	14	·	-5	-32	-0.2	·	-6	-1.4	2	-40
CC1CCCCN1CCNC(=O)CC1Oc2ccccc2NC1=O (stereo not drawn)	-2	4	7	-5	-4	0.0	2	-9	0.1	3	0
CSc1ccc(S(=O)(=O)NCC(=O)OCC(=O)NCc2cccs2)cc1[N+](=O)[O-]	30	6	11	9	-16	0.9	-1	-15	-0.1	19	-11
O=C(Nc1cccc(OCC(=O)N2CCOCC2)c1)c1cccc([N+](=O)[O-])c1	-16	24	1	12	-38	0.8	4	3	4.0	3	-15
O=S1(=O)N=C(N/N=C/c2ccc(Br)o2)c2ccccc21	-4	2	-3	7	-6	-0.1	0	17	0.9	3	12
CCOc1ccc(N2C(=O)/C(=C\c3ccc(OC)c(O)c3)S(=O)(=O)C2c2cccc([N+](=O)[O-])c2)cc1 (stereo not drawn)	-1	-9	-10	3	-9	-0.3	-1	-5	-0.2	5	16
Cc1ccc(/C=N/n2cc(-c3ccccc3)[nH]c2=S)s1	1	-24	-10	-154	-44	-0.6	2	18	-1.6	-180	-36
FC(F)(F)c1ccc(NCCc2ccccc2)nc1	0	-10	-7	-21	-18	0.0	3	7	-0.9	-33	0
COc1ccc(C2/C(=C(\O)c3ccc4c(c3)OCCO4)C(=O)C(=O)N2Cc2cccnc2)cc1OC (stereo not drawn)	-2	8	-2	8	-27	0.0	-2	2	-0.1	4	-16
C=CCn1c(COc2ccccc2F)nnc1SCCN1C(=O)c2ccccc2C1=O	-4	-8	-14	-17	-1	0.3	0	5	0.0	4	4
CC(C)(C)N(Cc1ccccc1)C(=O)COC(=O)CN1C(=O)NC2(CCCC2)C1=O	-14	10	5	3	-12	0.0	4	3	-0.5	11	21
CC(C)CNC(=S)N(Cc1ccco1)Cc1cc2cc3c(cc2[nH]c1=O)OCCO3	-9	-4	3	42	-28	0.3	-3	-15	-1.7	18	18
CC12CCC(C/C1=N/O)C2(C)C (stereo not drawn)	-16	17	·	-15	5	0.1	1	5	-1.5	19	0
COc1ccc(OC)c(CN2CCN(C(=O)c3cc(S(=O)(=O)Nc4ccccc4OC)ccc3C)CC2)c1	27	4	6	3	0	-0.1	1	-16	-0.3	20	1
CS(=O)(=O)Nc1ccc(-c2cn3cccnc3n2)cc1	-3	-6	-3	-34	-16	0.1	0	6	0.1	-42	12
CCC(C)(C(=O)NC1CCCCC1)N(C)C(=O)c1ccccn1 (stereo not drawn)	0	2	5	18	1	-0.1	0	1	-2.0	9	5
CC(C)CNS(=O)(=O)c1ccc(CCC(=O)N2CCOCC2)cc1	-6	2	-3	8	1	-0.1	-1	-6	0.8	2	-4
COc1ccc([C@@H]2C[C@H]3[C@@H](CN2S(=O)(=O)c2ccccc2)C(=O)C[C@@H](c2ccccc2)N3S(=O)(=O)c2ccc(C)cc2)cc1	11	0	·	7	27	-0.1	·	-7	1.0	1	26
O=C(NCCC(F)(F)F)C1Cc2c(-c3cccc(F)c3)ccnc2O1 (stereo not drawn)	-1	5	·	21	12	-0.2	·	5	-1.7	3	-2
Cn1ncc(C#N)c1NC(=O)c1nn2cccnc2c1Cl	-1	15	-1	2	-4	-0.1	3	-4	6.0	8	8
Cc1cc(C)c(S(=O)(=O)N2CCN(C(=O)N3CCCCC3)CC2)c(C)c1	16	-3	-14	2	8	0.0	1	-8	0.4	27	20
Cn1cc([N+](=O)[O-])c(C(=O)Nc2ccc(C(=O)N3CCCCC3)cc2)n1	47	-1	9	30	-10	0.4	2	-3	-0.2	-38	18
Cc1sc2ccccc2c1CNC[C@H]1O[C@@H](n2ccc(N)nc2=O)[C@H](O)[C@@H]1O	-20	-5	·	7	-35	0.0	·	13	4.7	-2	4

Screening results deposited in PubChem BioAssay by several laboratories.
